LMP1 NFkB inh: inhibitors of Epstein-Barr LMP1-induced NF-kappaB reporter. LMP1-induced NF-kappaB luciferase reporter cells, luminescence. inhibition, % at 12.5 µM. hit rate 0.69% among 350,000. AID 504558; in the data active = inhibition above about 41%;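 also: 0% = neutral control wells and 100% = reference inhibitor control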
SRC3 inh: inhibitors of human steroid receptor coactivator 3 (SRC3). Q9Y6Q9. HEK293 GAL4-SRC3 luciferase reporter, luminescence. inhibition, % at 3.6 µM. hit rate 0.17% among 360,000. AID 588352;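 active = inhibition above a per-campaign cutoff, the mean of all compounds plus 3 SD, cut at about 60% in these data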;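 also: 0% = DMSO-treated cells and 100% = gossypol-treated cells at 36 µM; higher means less SRC3-driven luciferase light from the GAL4 reporter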
NOD2 RIPK2 PPI: NOD2-RIPK2 protein interaction inhibition | O43353 | CHO BLA complementation NOD2-RIPK2, CCF4 ratio | inhibition, % at 4.98 µM | hit rate 0.38% among 360,000 | AID 624267; in the data active = inhibition above about 21%;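 also: 0% = vehicle only and 100% = reference blocker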
NCOA2 inhibitor: inhibits human steroid receptor coactivator 2. Q15596. inhibition, % at 9 µM. HEK293 GAL4-SRC2 luciferase reporter, luminescence. hit rate 0.17% among 370,000;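 active = inhibition above the mean inhibition of all tested compounds plus 3 SD, set per campaign, cut at about 52% in these data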;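 also: 0% = DMSO treated cells and 100% = cells given Gossypol at 36 µM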
MC4R ag barr: activates human MC4R beta-arrestin recruitment. U2OS MC4R beta-arrestin complementation, luminescence; percent of melanotan II response, DMSO zero. hit rate 0.98% among 360,000. AID 540308. activation, % at 8.9 µM;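 active = activation above a per-plate cutoff, the mean activation of sample wells on that plate plus 3 SD, cut at about 8% in these data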
NCOA1 inh: human NCOA1 inhibition; HEK293 GAL4-SRC1 luciferase reporter, luminescence; Q15788; inhibition, % at 3.6 µM; hit rate 0.12% among 360,000;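 active = inhibition above the campaign mean plus 3 SD, with each screening campaign given its own cutoff, cut at about 60% in these data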;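 also: 0% = DMSO treated cells and 100% = gossypol at 36 µM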
COUP-TFII inh: inhibitors of human COUP-TFII (NR2F2); HEK293T NGFI-A luciferase reporter, luminescence; AID 686940; inhibition, % at 8.6 µM; P24468; hit rate 0.7% among 370,000;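 active = inhibition above a per-plate cutoff, mean inhibition of test wells between control levels plus 3 SD, cut at about 38% in these data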;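 also: cells cotransfected with COUP-TFII expression vector driving the NGFI-A reporter; 0% = median of COUP-TF2 test wells and 100% = reporter-only cells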
Target sequence (P24468 whole entry, looked up): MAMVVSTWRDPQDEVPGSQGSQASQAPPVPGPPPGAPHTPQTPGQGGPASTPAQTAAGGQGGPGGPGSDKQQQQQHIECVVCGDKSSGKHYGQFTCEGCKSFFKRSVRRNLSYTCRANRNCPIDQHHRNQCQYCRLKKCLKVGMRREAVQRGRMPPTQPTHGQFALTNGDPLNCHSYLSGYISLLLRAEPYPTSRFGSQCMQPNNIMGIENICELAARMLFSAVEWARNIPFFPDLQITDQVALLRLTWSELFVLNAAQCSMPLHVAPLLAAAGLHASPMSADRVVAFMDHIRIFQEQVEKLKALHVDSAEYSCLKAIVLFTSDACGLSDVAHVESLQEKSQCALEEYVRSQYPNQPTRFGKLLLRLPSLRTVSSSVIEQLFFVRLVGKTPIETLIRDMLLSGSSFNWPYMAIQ
TLR9-MyD88 inh: TLR9-MyD88 interaction inhibition | inhibition, % at 4.98 µM | CHO BLA complementation TLR9-MyD88, CCF4 FRET ratio | AID 504734 | hit rate 0.21% among 340,000 | Q9NR96+Q99836;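 active = inhibition above the mean over all tested compounds plus 3 SD, cut at about 21% in these data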;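 also: 0% = DMSO only wells and 100% = clavulanate BLA inhibitor control wells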
MC4R antagonist: antagonists of human melanocortin 4 receptor (MC4R) | MC4R-expressing cells, MTII-stimulated cAMP, LANCE TR-FRET | P32245 | hit rate 0.48% among 360,000 | inhibition, % at 6.5 µM;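 active = inhibition above its plate's cutoff, the mean of tested wells on that plate plus 3 SD, cut at about 29% in these data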;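 also: 0% = Melanotan II alone and 100% = Melanotan II plus saturating MCL0020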
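System – human MC4R-expressing U2OS cells · Also added – Melanotan II · Dosing – one concentration, 6.5 µM nominal · Timing – 30-min compound, 1-h challenge, 1-h detection, room temperature · Measured by – Eu-cAMP/anti-cAMP TR-FRET, emission 671 nm · Replicates – singlicate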
LRH-1 inv ag: inverse agonists of human LRH-1 (NR5A2); O00482; HEK293T StAR-luciferase reporter, LRH-1 transfected, 24 h; inhibition, % at 3.6 µM; hit rate 0.13% among 360,000; AID 602396;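 active = inhibition above the mean inhibition of all tested compounds plus 3 SD, cut at about 73% in these data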;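 also: 0% = DMSO wells and 100% = reporter-only cells lacking LRH-1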
Target sequence (O00482 whole entry, looked up): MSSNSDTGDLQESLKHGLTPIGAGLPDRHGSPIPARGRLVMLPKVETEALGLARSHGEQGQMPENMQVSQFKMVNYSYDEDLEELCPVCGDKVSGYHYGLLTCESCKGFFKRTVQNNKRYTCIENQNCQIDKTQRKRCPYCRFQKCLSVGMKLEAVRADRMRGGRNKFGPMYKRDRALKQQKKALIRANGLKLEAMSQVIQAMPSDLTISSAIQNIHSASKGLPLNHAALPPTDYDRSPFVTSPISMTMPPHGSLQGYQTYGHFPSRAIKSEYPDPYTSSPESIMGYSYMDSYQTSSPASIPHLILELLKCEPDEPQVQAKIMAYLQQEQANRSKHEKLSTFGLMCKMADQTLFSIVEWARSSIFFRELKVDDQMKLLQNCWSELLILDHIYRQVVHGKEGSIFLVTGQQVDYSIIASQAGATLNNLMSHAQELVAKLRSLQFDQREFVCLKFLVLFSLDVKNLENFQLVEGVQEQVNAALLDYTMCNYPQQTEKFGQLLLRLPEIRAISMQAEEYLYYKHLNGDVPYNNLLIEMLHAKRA
ABHD5 PLIN5 PPI: inhibitors of human ABHD5-perilipin-5 interaction | Q00G26+Q8WTS1 | Split G. princeps luciferase complementation, luminescence, 4 h | inhibition, % at 4 µM | hit rate 0.78% among 360,000 | AID 602281;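 active = inhibition above the mean inhibition across every tested compound plus 3 SD, cut at about 22% in these data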;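 also: 0% = DMSO only wells and the 100% control is not disclosed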
Starred values were filed as active, the others as inactive; . = no result given. Some of the compounds tested (hit frequency here may not be typical).

SMILES	LMP1 NFkB inh	SRC3 inh	NOD2 RIPK2 PPI	NCOA2 inhibitor	MC4R ag barr	NCOA1 inh	COUP-TFII inh	TLR9-MyD88 inh	MC4R antagonist	LRH-1 inv ag	ABHD5 PLIN5 PPI
Cc1ccc(N=Nc2c(O)n(CN3CCOCC3)c3ccccc23)cc1	-34	-98	9	.	1.8	-149	.	6	-3	-105	-8
O=C(COC(=O)CC(c1ccccc1)c1ccccc1)Nc1cccc(F)c1	12	7	-3	-6	3.6	-4	0	0	3	-18	-5
O=C(CN1CCCCCC1)NCc1ccccc1	-1	15	0	29	-0.2	-5	-19	3	7	-1	-7
Nc1ccc(CCc2nc3ccccc3o2)cc1	-24	-92	1	-45	0.1	-130	-42	-11	1	-149	-14
O=C(NNc1ncccc1Cl)c1c(Cl)cccc1Cl	4	12	-4	-24	-1.3	-9	20	-6	6	-7	-2
COc1ccc2c(/C=N/NS(=O)(=O)c3ccc(C)cc3)c[nH]c2c1	-5	-2	-2	4	-2.5	0	6	-1	2	24	7
CCOc1ccc(NC(=O)CN(C)C(=O)c2cc(C3CC3)nn2-c2ccccc2)cc1OCC	-3	1	4	31	-0.9	0	-18	-6	5	-3	6
CC(C)(C)c1cc(C(=O)N/N=C/c2ccccc2O)n(-c2ccccc2)n1	9	35	2	26	0.2	-30	-16	-6	18	15	-8
Cc1nc(S/C(=C\c2ccc(-c3ccc(C(=O)O)c(Cl)c3)o2)C(=O)O)n[nH]1	-5	7	-13	2	-3.9	-4	3	10	-12	6	7
CCN(CC)c1ccc(/C=N/n2c(-c3ccccc3Br)n[nH]c2=S)cc1	-2	3	5	-31	-3.0	1	7	-3	5	22	-10

Ordered by the number under NOD2 RIPK2 PPI (highest first): some entries from above
SMILES	LMP1 NFkB inh	SRC3 inh	NOD2 RIPK2 PPI	NCOA2 inhibitor	MC4R ag barr	NCOA1 inh	COUP-TFII inh	TLR9-MyD88 inh	MC4R antagonist	LRH-1 inv ag	ABHD5 PLIN5 PPI
CCN(CC)c1ccc(/C=N/n2c(-c3ccccc3Br)n[nH]c2=S)cc1	-2	3	5	-31	-3.0	1	7	-3	5	22	-10
CCOc1ccc(NC(=O)CN(C)C(=O)c2cc(C3CC3)nn2-c2ccccc2)cc1OCC	-3	1	4	31	-0.9	0	-18	-6	5	-3	6
CC(C)(C)c1cc(C(=O)N/N=C/c2ccccc2O)n(-c2ccccc2)n1	9	35	2	26	0.2	-30	-16	-6	18	15	-8
O=C(COC(=O)CC(c1ccccc1)c1ccccc1)Nc1cccc(F)c1	12	7	-3	-6	3.6	-4	0	0	3	-18	-5
O=C(NNc1ncccc1Cl)c1c(Cl)cccc1Cl	4	12	-4	-24	-1.3	-9	20	-6	6	-7	-2

Next structures follow:
SMILES	LMP1 NFkB inh	SRC3 inh	NOD2 RIPK2 PPI	NCOA2 inhibitor	MC4R ag barr	NCOA1 inh	COUP-TFII inh	TLR9-MyD88 inh	MC4R antagonist	LRH-1 inv ag	ABHD5 PLIN5 PPI
CSCCC(C(=O)NCc1ccccc1)n1c(Cc2cc(F)cc(F)c2)nc2ccccc21 (configuration not stated)	.	.	-8	-2	.	.	-12	.	.	-8	-4
Cc1cc2c3c([nH]c2cc1S(=O)(=O)N1CCC2(CC1)OCCO2)CCCC3=O	15	8	-6	27	-3.5	15	24	6	0	7	-3
CCOC(=O)[C@H]1[C@H]2COc3ccc(Cl)cc3[C@@H]2N2C(=O)CN(Cc3ccc(F)cc3)C(=O)[C@@]12C	-5	-3	-8	-6	0.3	-12	-3	-6	9	17	-6
CC1=C(C(=O)OCc2ccccc2)C(c2ccccc2Cl)NC(=O)N1C (configuration not stated)	-2	8	-9	14	1.4	11	21	0	0	8	10
COc1ccc(C)cc1-n1nnnc1SCC(=O)NC(=O)NCc1ccco1	-8	-5	12	2	-0.9	-9	15	0	9	-9	10
CNC(=O)CCSSCCC(=O)NC	-3	14	0	4	-0.5	-3	11	4	12	-7	-5
COc1ccc(OC)c(-c2cc(C(=O)Nc3c(C)nn(Cc4ccccc4C)c3C)no2)c1	14	25	-1	.	-1.6	12	.	0	13	-18	7
Cc1cccc(NC(=O)c2cc3c([nH]c4ccccc43)c(C)n2)c1C	-5	10	-1	-6	-0.2	4	1	-2	1	-4	1
CCOc1ccc(C(=O)NNC2CC(=O)N(Cc3ccc(Cl)cc3)C2=O)cc1OC (configuration not stated)	4	13	-3	-6	-0.8	-2	2	12	5	9	4
CCN1CCSc2ccc(C(=O)NCc3cccc(F)c3)cc21	13	0	-3	-14	0.8	-5	6	7	14	-16	-3
COc1ccc(CNS(=O)(=O)CCNCc2ccco2)cc1	-4	-3	-1	-12	-0.6	-19	-2	-9	3	12	-1
CCN(c1ccccc1)S(=O)(=O)c1cnc[nH]1	-12	-10	-3	9	-0.8	-5	6	-1	6	13	-2
O=C(CSc1n[nH]c(=O)n1Cc1ccco1)N1CCOCC1	.	10	-9	7	-0.2	14	9	.	4	7	-3
Cc1cc(C(=O)NNC(=O)C(C)NS(=O)(=O)c2ccccc2F)c(C)o1 (configuration not stated)	-3	6	3	-6	-1.4	5	3	5	3	7	2
N#CCSc1nc2cc(C(=O)N3CCCC3)ccc2c(=O)n1Cc1ccccc1	12	-6	3	3	1.3	-27	4	2	8	-4	1
CCOCCCn1c(SCC(=O)/C(C#N)=C(\C)N)nc2ccccc2c1=O	-2	15	-1	-8	-2.8	5	6	-6	-3	-5	0
COc1ccc(C2OCC3(CO2)SC(=O)NC3=O)cc1 (configuration not stated)	-12	7	0	0	0.3	-1	11	-2	5	3	-6
COc1ccc(NC(C)=[N+](C)CCNS(=O)(=O)c2ccc(Cl)cc2)cc1	7	0	-4	-17	1.1	-23	-9	-4	9	2	2
COc1ccc2nc(NC(=O)C3CC(=O)N(c4ccccc4)C3)sc2c1 (configuration not stated)	-2	14	2	11	-2.4	10	26	10	4	0	2
COc1ccc2c(c1OC)C(=O)N(c1cccc(/C=C/C(=O)O)c1)C2	8	-19	1	-13	-2.5	-24	1	5	4	-38	3
CCOc1cc(NC(=S)NCC2CCCO2)c(OCC)cc1NC(=O)CC(C)C (configuration not stated)	4	17	8	-16	-1.9	-3	-24	5	2	8	1
O=C(Cn1cc(C(=O)C(F)(F)F)c2ccccc21)Nc1ccccc1F	5	6	-4	17	1.0	-3	8	1	-4	7	-3
Cc1ccccc1OC1(C)CCN(Cc2ccc3ccccc3c2)C1 (configuration not stated)	.	-21	2	-11	0.6	7	12	.	3	-4	1
CCOC(=O)CC1(NC(=O)c2cc(COc3cccc(OC)c3)on2)CCCCC1	11	13	-1	15	-3.4	12	34	1	13	-4	-3
COc1cc(C(=O)Nc2nc3ccc(S(=O)(=O)N4CCOCC4)cc3s2)cc(OC)c1OC	-5	-5	-7	-11	1.1	2	-10	-3	1	13	-2
c1ccc(-n2ncc3c(NCCN4CCCCC4)ncnc32)cc1	-13	-2	-4	-36	-0.8	-10	-9	-7	0	-22	-4
COc1ccc(NC(=O)CSc2nnc(NC(C)=O)s2)c([N+](=O)[O-])c1	-11	8	-7	-4	-0.4	-19	10	-6	5	-7	-4
COc1ccc2c(c1OC)C(=O)N(c1ccccn1)C2	-1	-83	-2	-50	0.8	-106	-20	-10	-3	-130	-3
O=C(O)C(NS(=O)(=O)c1ccccc1)C(O)c1ccccc1 (configuration not stated)	8	0	6	-1	-1.4	-2	1	7	5	2	2
CCCc1nc2sc3c(c2c(=O)n1N)CCC3	3	-10	-15	-25	1.7	6	9	-4	8	8	-1

6 of these compounds in a different format:
smiles | LMP1 NFkB inh | SRC3 inh | NOD2 RIPK2 PPI | NCOA2 inhibitor | MC4R ag barr | NCOA1 inh | COUP-TFII inh | TLR9-MyD88 inh | MC4R antagonist | LRH-1 inv ag | ABHD5 PLIN5 PPI
CCOc1cc(NC(=S)NCC2CCCO2)c(OCC)cc1NC(=O)CC(C)C (configuration not stated) | 4 | 17 | 8 | -16 | -1.9 | -3 | -24 | 5 | 2 | 8 | 1
O=C(Cn1cc(C(=O)C(F)(F)F)c2ccccc21)Nc1ccccc1F | 5 | 6 | -4 | 17 | 1.0 | -3 | 8 | 1 | -4 | 7 | -3
Cc1ccccc1OC1(C)CCN(Cc2ccc3ccccc3c2)C1 (configuration not stated) | . | -21 | 2 | -11 | 0.6 | 7 | 12 | . | 3 | -4 | 1
CCOC(=O)CC1(NC(=O)c2cc(COc3cccc(OC)c3)on2)CCCCC1 | 11 | 13 | -1 | 15 | -3.4 | 12 | 34 | 1 | 13 | -4 | -3
COc1cc(C(=O)Nc2nc3ccc(S(=O)(=O)N4CCOCC4)cc3s2)cc(OC)c1OC | -5 | -5 | -7 | -11 | 1.1 | 2 | -10 | -3 | 1 | 13 | -2
c1ccc(-n2ncc3c(NCCN4CCCCC4)ncnc32)cc1 | -13 | -2 | -4 | -36 | -0.8 | -10 | -9 | -7 | 0 | -22 | -4

Remaining list, next part.
SMILES	LMP1 NFkB inh	SRC3 inh	NOD2 RIPK2 PPI	NCOA2 inhibitor	MC4R ag barr	NCOA1 inh	COUP-TFII inh	TLR9-MyD88 inh	MC4R antagonist	LRH-1 inv ag	ABHD5 PLIN5 PPI
Cc1ccc(S(=O)(=O)NN=C2CCC(C(C)(C)C)CC2)cc1[N+](=O)[O-] (configuration not stated)	-9	-6	1	.	0.6	10	.	2	-6	-9	2
CC1=NCCN1S(=O)(=O)c1ccccc1[N+](=O)[O-]	2	0	-6	3	-2.2	-3	-2	-8	0	-6	8
COc1ccc2ccc(OC)c(/C=N/n3cnnc3)c2c1	7	1	-3	-6	1.0	2	-7	3	19	-1	4
COC(=O)C(C)n1cnc2c(nnn2-c2ccccc2)c1=O (configuration not stated)	4	8	8	.	-1.0	3	.	-9	5	4	-6
COc1ccccc1/C=C1\S/C(=N/NC(=O)c2cccc(Br)c2)NC1=O	-1	11	-9	-39	-3.3	-5	-24	18	-6	5	-3
Cc1ccc2c(c1)C(=C(C#N)C#N)C(=O)N2CCN1CCOCC1	6	17	1	-14	-0.7	-10	15	-1	9	9	-1
Cc1c(CN2CCCC(C)C2)c(O)n(CCO)c(=O)c1C#N (configuration not stated)	-3	5	-3	23	-1.1	-10	3	8	11	-3	-4
CC(C)(C)c1ccc(OCCn2ccccc2=O)cc1	-33	-84	6	-58	2.9	-105	-44	1	-3	-135	1
O=C(c1ccc2c(=O)n3c(nc2c1)CCCCC3)N1CCN(c2ccc([N+](=O)[O-])cc2)CC1	12	7	-8	-10	-0.9	9	8	-12	4	-14	-8
COc1ccccc1CNC(=O)C1CCC(=O)N(CCCN2CCCC2=O)C1 (configuration not stated)	3	10	3	-17	0.7	-7	-5	4	9	-18	-7
O=C1N(CN2CCN(Cc3ccccc3)CC2)c2ccccc2C12OCCCO2	-2	22	3	-14	2.1	4	-9	0	23	5	-4
O=C(COC(=O)/C=C/c1ccccc1)Nc1cccc(Oc2ccccc2)c1	-10	13	-4	0	3.5	-5	-4	-2	8	-23	0

Screening results from PubChem.
